Compound activity as filed in PubChem BioAssay.
ERAP1 inh: blocks human ERAP1 aminopeptidase activity; recombinant ERAP1, Leu-AMC fluorescence, 60 min; inhibition, % at 10.7 µM; actives 0.15% (n = 340,000); AID 652197;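 active means mean replicate inhibition of at least 30%, or all replicates individually reaching that 30% level; inactive means mean below 30% and not every replicate reaching it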;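 further: 0% = neutral control wells and 100% = L-leucinethiol positive control wells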
Target sequence (Q9NZ08 whole entry, looked up): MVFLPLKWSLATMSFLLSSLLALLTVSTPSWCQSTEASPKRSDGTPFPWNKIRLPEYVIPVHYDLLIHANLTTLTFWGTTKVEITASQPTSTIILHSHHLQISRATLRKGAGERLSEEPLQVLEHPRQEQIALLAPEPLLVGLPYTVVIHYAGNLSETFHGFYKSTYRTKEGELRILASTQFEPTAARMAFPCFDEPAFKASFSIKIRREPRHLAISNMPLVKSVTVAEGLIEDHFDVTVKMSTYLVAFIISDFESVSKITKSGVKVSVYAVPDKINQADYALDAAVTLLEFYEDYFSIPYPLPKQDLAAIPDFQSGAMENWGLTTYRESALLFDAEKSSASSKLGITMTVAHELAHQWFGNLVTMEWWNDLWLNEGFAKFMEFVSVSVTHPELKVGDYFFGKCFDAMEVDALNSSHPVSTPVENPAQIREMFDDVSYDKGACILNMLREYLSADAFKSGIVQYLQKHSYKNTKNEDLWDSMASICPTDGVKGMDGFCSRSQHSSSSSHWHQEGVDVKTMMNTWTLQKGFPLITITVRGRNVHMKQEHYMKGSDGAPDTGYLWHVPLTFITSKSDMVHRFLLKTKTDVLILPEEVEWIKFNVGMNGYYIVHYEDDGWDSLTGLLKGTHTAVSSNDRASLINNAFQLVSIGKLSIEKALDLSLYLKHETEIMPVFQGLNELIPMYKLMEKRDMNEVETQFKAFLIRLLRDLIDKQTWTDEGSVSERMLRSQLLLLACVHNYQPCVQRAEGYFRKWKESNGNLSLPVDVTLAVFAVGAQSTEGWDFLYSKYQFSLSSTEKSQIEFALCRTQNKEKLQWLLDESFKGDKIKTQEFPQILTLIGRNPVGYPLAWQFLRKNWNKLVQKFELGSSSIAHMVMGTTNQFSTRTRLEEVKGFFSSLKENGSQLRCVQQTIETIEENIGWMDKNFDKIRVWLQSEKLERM
SIRT5 inh: sirtuin-5 (human) deacylase inhibition; AID 652115; Purified SirT5, succinyl-peptide AMC, trypsin-coupled fluorescence; Q9NXA8; actives 1.1% (n = 330,000); inhibition, % at 15 µM; in the data active means inhibition above about 15%
Xi reactivation: activators of X-chromosome reactivation in mouse fibroblasts; actives 0.055% (n = 360,000); XiGFP mouse fibroblasts, % GFP-positive cells imaging, 3 d; cells co-treated with 5-aza-dC sensitizer; scaled so ellipticine positive control = 100%; activation, % at 7.58 µM;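 active means mean normalized replicate activation at least 10% and every replicate at or above 10%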;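 further: 0% = median of on-plate neutral control wells and 100% = ellipticine 6 µM median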
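material = 68-5-11 XiGFP fibroblast line | medium = DMEM plus 5-aza-dC sensitizer | schedule = 3 days compound exposure | benchmarks = positive control ellipticine, 6 µM final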
S100A4 inh HTS: inhibitors of human S100A4 binding to myosin IIA peptide; AID 652163; inhibition, % at 10.7 µM; P26447; actives 0.14% (n = 360,000); S100A4/TAMRA-MyoIIA peptide fluorescence polarization;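 active means mean inhibition of at least 70% across replicates, with every replicate also reaching that level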
Target sequence (P26447 whole entry, looked up): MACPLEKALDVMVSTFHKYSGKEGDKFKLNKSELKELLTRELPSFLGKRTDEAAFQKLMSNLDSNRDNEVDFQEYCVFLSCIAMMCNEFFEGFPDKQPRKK
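assay system = human S100A4 monomer with TAMRA-labelled myosin IIA peptide | also added = labelled myosin peptide probe, 5 nM | incubation = 5 min between mix addition and reading | control set = DMSO and TFP controls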
PGC1a acetyl inh: PGC1a acetylation modulation, inhibitor mode | U2OS PGC1a acetylation, AlphaScreen anti-acetyl-lysine; with virally co-expressed GCN5 acetyltransferase | inhibition, % at 15.6 µM | actives 0.17% (n = 350,000) | AID 651687;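 active means every replicate shows inhibition of at least 40%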;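 further: 0% = neutral control wells and 100% = positive control wells; some results beyond the cut were filed as inactive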
Cneo AK release: causes C. neoformans cell lysis; adenylate kinase release luminescence, 4 h; normalised: neutral wells 0, clomiphene wells 100; lysis activity, % at 15 µM; actives 0.2% (n = 360,000);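 active means mean lysis activity across replicates of at least 80%, whatever share of replicates individually reach that level; inactive means mean lysis activity below 80%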
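Assay system: log-phase C. neoformans yeast / Quantity: yeast cell density of 5 × 10^6 cells/mL / Medium: fresh YPD growth medium / Compound: single dose / Timing: static 4 h at 37 °C with compound, 1 h detection / Measured by: adenylate kinase release luminescence / Read-out: lysis from increased AK signal / Benchmarks: Clomiphene as positive lysis control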
Statin myotox sup: protects C2C12 myotubes from simvastatin toxicity | AID 602340 | actives 0.78% (n = 330,000) | rescue of ATP level, % at 7.49 µM | ATP luminescence, 48 h; scaled: DMSO 0, geranylgeraniol control 100;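 active means mean ATP rescue above about 67%, or every replicate alone reaching that limit, limit read from the data, passing the limit was not always enough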;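 further: myotubes were challenged with 10 µM simvastatin during compound exposure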
LGR2 inh: inhibitors of bursicon-induced Drosophila LGR2 receptor cAMP signaling | inhibition, % at 9.99 µM | actives 0.35% (n = 380,000) | AID 720647 | HEK293 LGR2, CRE-luciferase, bursicon-stimulated, 4 h;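 active means drop in luminescence signal, shown as inhibition above about 50% in the replicate tests, limit read from the data, passing the limit was not always enough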;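 further: agonist challenge used bursicon conditioned medium at about half maximal strength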
* hit, by the source's call; . = not tested or not shown; & = joins results of further samples. The list is partial; count on the stated rates, not on these rows.

| Compound | ERAP1 inh | SIRT5 inh | Xi reactivation | S100A4 inh HTS | PGC1a acetyl inh | Cneo AK release | Statin myotox sup | LGR2 inh |
| --- | --- | --- | --- | --- | --- | --- | --- | --- |
| C[C@@H]1CCCCO[C@@H](CN(C)S(=O)(=O)c2ccccc2)[C@@H](C)CN([C@@H](C)CO)C(=O)c2cc(NS(=O)(=O)c3cccs3)ccc2O1 | 0 | 2 | 0.0 | -8 | 4 | -5 | . | -37 |
| N#C[C@H]1[C@@H](c2ccc(C#CC3CCCCC3)cc2)[C@@H](CO)N1C(=O)Cc1ccccn1 | -2 | 0 | . | -20 | -6 | -7 | 3 | . |
| O=C(NC12CC3CC(CC(C3)C1)C2)c1ccccc1 | -6 | -4 | 0.0 | 0 | 2 | -18 | 0 | -6 |
| CCOc1ccc(N2CC(=O)SC2=S)cc1 | -4 | 0 | . | -8 | . | . | -3 | 16 |
| CC(C)NC(=O)N[C@@H]1CC[C@@H](CCNS(=O)(=O)c2ccc(F)cc2)O[C@H]1CO | 1 | -6 | -0.6 | 8 | -5 | -4 | -4 | 3 |
| COc1cccc(S(=O)(=O)Nc2ccc3c(c2)C(=O)N(C)[C@@H]2CC[C@@H](CC(=O)O)O[C@@H]2CO3)c1 | . | . | 0.1 | . | -2 | 1 | -1 | 5 |
| CC(C)(C)NC(=O)C1CCC(CNS(=O)(=O)c2cccc3nsnc23)CC1 (stereo unspecified) | 0 | 3 | 0.1 | 2 | . | . | . | -4 |
| CCCc1ccc(C(O)c2ncc(-c3ccccc3)[nH]2)cc1 (stereo unspecified) | 1 | 3 | 0.0 | -4 | 6 | 0 | 2 | -12 |
| CC(=O)O[C@H]1C[C@@]2(C)[C@@H](C[C@@H](O)[C@H]3[C@@]4(C)CC[C@@H](O)[C@@H](C)[C@@H]4CC[C@@]32C)/C1=C(\CCC=C(C)C)C(=O)O | -2&1 | -6&2 | 0.1&0.0 | 30&4 | 0&-1 | -5&0 | -1&1 | . |
| CCN1C(=O)c2ccccc2S(=O)c2ccc(C(=O)NCc3ccccn3)cc21 (stereo unspecified) | 4 | 7 | 0.0 | 5 | . | -1 | -16 | -10 |
| O=C(CSc1ccccc1)N[C@@H](Cc1ccccc1)C(=O)O | 2 | . | 0.0 | 2 | 4 | 1 | 4 | -4 |
| CCCC(=O)NC(c1cccs1)c1cc([N+](=O)[O-])c2cccnc2c1O (stereo unspecified) | 4 | -3 | 0.2 | 1 | . | -4 | . | 37 |
| O=C1NC(Cc2ccccc2)c2nc3cc(F)ccc3c(=O)n2-c2ncccc21 (stereo unspecified) | 9 | -1 | 0.1 | -3 | 2 | 8 | 4 | 13 |
| CCCN(C)C[C@H]1Oc2ncc(Br)cc2C(=O)N([C@H](C)CO)C[C@@H]1C | 0 | 0 | 0.1 | 7 | 6 | -1 | 0 | -1 |
| Cc1occc1C(=O)Nc1c(F)cc(F)cc1Br | -1 | -4 | . | -11 | 7 | 1 | 1 | -2 |
| CCN(CCS(=O)(=O)c1ccc(Cl)cc1)Cc1nc2ccccc2c(=O)[nH]1 | 2 | -3 | 0.3 | -1 | . | 6 | 1 | -8 |
| O=C(CSc1ncccn1)NCc1cccs1 | -7 | 5 | 0.1 | 8 | 4 | -9 | 0 | -11 |
| COc1cc(C(=O)Nc2ccc(S(=O)(=O)NC(C)(C)C)cc2)cc(OC)c1OC | . | . | . | . | -10 | -3 | -32 | 7 |
| c1ccc2n[nH]nc2c1 | 1 | -1 | -0.1 | -2 | 7 | 1 | 5 | -9 |
| O=C(NNC(=O)c1ccc(-c2ccccc2)cc1)Nc1ccccc1 | . | 3 | 0.2 | 7 | . | . | . | 1 |

Continued; it opens with the 4 that closed the last part.
| Compound | ERAP1 inh | SIRT5 inh | Xi reactivation | S100A4 inh HTS | PGC1a acetyl inh | Cneo AK release | Statin myotox sup | LGR2 inh |
| --- | --- | --- | --- | --- | --- | --- | --- | --- |
| O=C(CSc1ncccn1)NCc1cccs1 | -7 | 5 | 0.1 | 8 | 4 | -9 | 0 | -11 |
| COc1cc(C(=O)Nc2ccc(S(=O)(=O)NC(C)(C)C)cc2)cc(OC)c1OC | . | . | . | . | -10 | -3 | -32 | 7 |
| c1ccc2n[nH]nc2c1 | 1 | -1 | -0.1 | -2 | 7 | 1 | 5 | -9 |
| O=C(NNC(=O)c1ccc(-c2ccccc2)cc1)Nc1ccccc1 | . | 3 | 0.2 | 7 | . | . | . | 1 |
| Cc1cccc(NC(=O)c2c([N+](=O)[O-])cnn2C)c1 | 2 | 0 | 0.0 | -2 | 1 | 0 | 35 | -13 |
| COC(=O)C1=C(O)/C(=C\c2cc(C)n(-c3ccccc3C)c2C)N=C1C | 13 | 8 | . | -18 | 8 | -1 | -22 | 0 |
| CN(CC(=O)Nc1ccc(Cl)cc1)CC(=O)N1CCc2ccccc21 | -6 | 3 | 0.0 | -5 | -2 | 0 | -2 | -10 |
| CC(C)C(NS(=O)(=O)c1ccc2c(c1)oc(=O)n2C)C(=O)N1CCN(Cc2ccccc2)CC1 (stereo unspecified) | -3 | . | 0.0 | -1 | 4 | 0 | -10 | 9 |
| CCCCN(C)C(=O)c1ccc(Nc2nc(C(N)COCc3ccccc3)cs2)nc1 (stereo unspecified) | 1 | . | 0.0 | -9 | -1 | 1 | 14 | -5 |
| O=C(c1ccc2c(c1)OCO2)N1CCN(c2cccc(C(F)(F)F)c2)CC1 | -3 | -2 | 0.2 | -1 | -14 | -2 | -32 | -2 |
| O=C(Nc1ccc(Cl)cc1)N[C@H]1CC[C@H](CCNS(=O)(=O)c2ccccc2F)O[C@H]1CO | -1 | -3 | 0.3 | -16 | 1 | 4 | -1 | 13 |
| CC1(C)CC(N2CCC(=O)NC2=S)CC(C)(C)N1 | -1 | -4 | 0.0 | -6 | 5 | 0 | -22 | -2 |
| COc1ccc(S(=O)(=O)Nc2ccccc2C(=O)N2CCCC2)cc1OC | -1 | 0 | -0.4 | -9 | 2 | -4 | . | -9 |
| O=C(c1ccc(Cn2cc([N+](=O)[O-])cn2)o1)N1CCCCCC1 | 2 | -2 | 0.2 | 9 | 1 | -1 | -5 | -13 |
| OC[C@@H]1CN(Cc2cccs2)C[C@H](n2cnc3c(NCc4ccncc4)ncnc32)O1 | 1 | 0 | -0.1 | -2 | . | 2 | -9 | 0 |
| N/C(=N\OC(=O)c1cc(Cl)ccc1Cl)c1ccccn1 | -3 | 1 | 0.1 | -1 | . | . | . | 34 |
| C=CCN(C(=O)c1oc2c(Cl)cc(C)cc2c1C)C1CCS(=O)(=O)C1 (stereo unspecified) | 1 | -4 | 0.2 | -3 | 5 | -1 | -19 | -51 |
| CC(=O)Nc1ccc(S(=O)(=O)N2c3ccccc3NC(=O)CC2C)c(Cl)c1 (stereo unspecified) | 0 | 1 | 0.2 | 64 | 9 | 0 | . | 20 |
| CCOc1ccc(S(=O)(=O)N2CCOCC2)cc1[N+](=O)[O-] | 3 | 4 | 0.0 | 26 | . | . | . | -20 |
| CC(C)NC(=O)N(C)C[C@@H]1Oc2c(NC(=O)C3CCOCC3)cccc2C(=O)N([C@@H](C)CO)C[C@@H]1C | -1 | 1 | 0.1 | 2 | -5 | -3 | -9 | -3 |
| CC(C)NC(=O)N1CCCCN2[C@H](CO)[C@H](c3ccc(C#Cc4ccccc4F)cc3)[C@@H]2C1 | -1 | -2 | 0.2 | -7 | -6 | 0 | -1 | 0 |
| COc1ccc(C)cc1NC(=O)CSc1nc(=O)n(CCCN2CCOCC2)c2c1CCCC2 | -5 | 0 | -0.1 | -2 | -8 | 2 | 1 | -2 |
| COCC(=O)Nc1ccc2c(c1)C(=O)N(C)[C@@H]1CC[C@@H](CC(=O)NC3Cc4ccccc4C3)O[C@@H]1CO2 | 2 | -4 | 0.0 | -7 | 38 | -2 | 49 | -4 |
| CCOC(=O)C1C(=O)N(O)CC1c1cccc(Oc2ccccc2)c1 (stereo unspecified) | 9 | 2 | 0.1 | 0 | -8 | 1 | 0 | -6 |
| CN1CCN(c2ccc(Cl)cc2NC(=O)CCN2C(=O)c3ccccc3C2=O)CC1 | -1 | -5 | 0.0 | -1 | . | . | . | 31 |
| O=C(COC(=O)c1cc(=O)[nH]c2ccccc12)Nc1nc(-c2ccccc2)cs1 | . | 1 | 0.2 | -12 | 8 | -1 | 11 | -41 |
| CC1CCN(CCCNC(=O)C2CCN(S(=O)(=O)N3CCC4(CC3)OCCO4)CC2)CC1 | -4 | -2 | 0.3 | -18 | -4 | 3 | -3 | 0 |
| CN(C)C(=O)CCc1ccc2c3c([nH]c2c1)[C@]1(C)[C@@H](C(=O)N2CCCCC2)C[C@H](CC(=O)NC(C)(C)C)C(=O)N1CC3 | -2 | 7 | -0.1 | 0 | -4 | 2 | 5 | 6 |
| C[C@@H]1CN([C@@H](C)CO)C(=O)Cc2cc(NC(=O)CCN3CCOCC3)ccc2O[C@@H]1CN(C)S(=O)(=O)c1ccc(Cl)cc1 | 0 | -1 | -0.4 | 10 | 19 | -3 | 11 | 0 |
| COc1cccc(CN2CCN(Cc3[nH]c4ccccc4c3C)CC2CCO)c1 (stereo unspecified) | -3 | -5 | 0.0 | 3 | . | . | . | . |
| CCC(C)C1C(C#N)=C(N)Oc2n[nH]c(C)c21 (stereo unspecified) | 1 | . | 0.3 | -2 | 8 | 0 | 12 | 9 |
| CCCCN1CC(CO)Oc2cccc(F)c2S1(=O)=O (stereo unspecified) | 2 | 4 | -0.2 | -16 | -2 | 5 | -2 | -3 |
| COC(=O)[C@]12CCCCC=C1N(CCC1=CCCCC1)C(=O)[C@H](CC(=O)N1CCSCC1)C2 | 1 | -1 | -0.1 | -1 | . | . | . | . |
| C[n+]1cc(C(=O)N2CCCCC2)ccc1/C=C/c1c[nH]c2ccccc12 | 14 | 4 | 0.1 | -53 | . | . | . | -14 |
| C[C@H]1CN([C@@H](C)CO)C(=O)c2cc(C#CCc3ccccc3)cnc2O[C@H]1CN(C)Cc1cccc(F)c1 | 1 | -1 | -0.2 | -25 | . | 1 | -45 | 10 |
| Cc1cc(OCC(=O)N2CCN(c3ccccn3)CC2)cc(C)c1Br | 3 | -4 | 0.0 | 4 | 2 | 0 | 13 | 10 |
| Cc1ccc(N2CC(C(=O)OCC(=O)c3c(N)n(CC(C)C)c(=O)n(C)c3=O)CC2=O)cc1 (stereo unspecified) | 0 | -3 | 0.1 | -6 | . | . | . | -11 |
| CC1CCN(CCOc2cc(Cl)ccc2Cl)CC1 | 1 | -1 | . | 0 | 4 | -5 | -8 | -9 |
| COc1ccccc1NC(=O)CSc1ccc2nnc(CCNC(=O)c3ccccc3)n2n1 | -1 | -2 | 0.1 | -1 | . | -2 | -2 | 11 |
| C[C@@H]1CN([C@@H](C)CO)C(=O)c2cccc(NC(=O)C3CCOCC3)c2O[C@H]1CN(C)S(C)(=O)=O | 0 | -3 | 0.0 | 8 | 4 | -3 | 8 | 12 |
| Cc1c(C2Nc3ccccc3C2C)[nH]c2ccccc12 (stereo unspecified) | -1 | . | 0.0 | -7 | . | . | . | -7 |
| O=C(C[C@@H]1CC[C@@H]2[C@H](COC[C@H](O)CN2C(=O)c2ccccc2F)O1)NCc1ccc(F)cc1 | -2 | -4 | 0.1 | -1 | -5 | 1 | -17 | -6 |
